Source: PubChem BioAssay (Southern Research Institute)
GST TR-FRET counter: biotin-GST/anti-GST TR-FRET signal inhibitors, dose response, artefact control for Vif-APOBEC3G degradation inhibitor project, biochemical (AID 1117362) | TR-FRET counter screen, biotin-GST/anti-GST signal | IC50 in µM for hits, for the others inhibition, % at the top dose, mostly 100 µM | 3,600 tested, 2.8% active;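 active means inhibition above 30% at one or more concentrations, seen consistently on every test date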;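 further: biotinylated GST protein used in place of GST-Vif 1-94 and biotin-A3G peptide; detects fluorescence quenchers or blockers of GST binding to anti-GST antibody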
* hit, by the source's call. This is a subset, so the mix of outcomes need not match the whole.

Compound,GST TR-FRET counter
COc1ccc(C(=O)O)cc1S(=O)(=O)N1CCCc2ccccc21,2.6%
COC(=O)/C=c1\sc2n(c1=O)C(C)=CC(C)(C)N=2,2.9%
O=C(COc1ccccc1Cl)NCCc1ccc2c(c1)OCCO2,3.3%
CC(=O)Nc1ccc(N/C=C/C(=O)C(C)(C)C)cc1,11.9%
C/C(CC1CC2=C(CC1(C)C)C(C)(C)CCC2)=N\NC(N)=S (configuration not stated),3.3%
O=C(NC1CCCCC1)C(c1ccc(Cl)cc1)N(C(=O)c1ccccn1)c1cccnc1 (configuration not stated),-2.2%
COc1cc(NC(=O)NCCN2CCN(c3ccc(Cl)cc3)CC2)ccc1C,1.5%
Cc1cc(C(=O)CSc2nnc(-c3ccco3)o2)c(C)n1Cc1ccco1,0.6%
O=c1[nH]c2ccccc2n2c(-c3ccccc3)nnc12,-1.6%

3 structures already listed, arranged by heavy-atom count, highest first:
Compound,GST TR-FRET counter
COc1cc(NC(=O)NCCN2CCN(c3ccc(Cl)cc3)CC2)ccc1C,1.5%
Cc1cc(C(=O)CSc2nnc(-c3ccco3)o2)c(C)n1Cc1ccco1,0.6%
COc1ccc(C(=O)O)cc1S(=O)(=O)N1CCCc2ccccc21,2.6%

Copied from the list:
`O=C(NC1CCCCC1)C(c1ccc(Cl)cc1)N(C(=O)c1ccccn1)c1cccnc1` (configuration not stated) | GST TR-FRET counter = -2.2%
`CC(=O)Nc1ccc(N/C=C/C(=O)C(C)(C)C)cc1` | GST TR-FRET counter = 11.9%
`COc1cc(NC(=O)NCCN2CCN(c3ccc(Cl)cc3)CC2)ccc1C` | GST TR-FRET counter = 1.5%
`Cc1cc(C(=O)CSc2nnc(-c3ccco3)o2)c(C)n1Cc1ccco1` | GST TR-FRET counter = 0.6%
